From PubChem
EPAC1 antag – antagonists of human EPAC1; 360,000 tested, 0.14% active; Potency, µM (series often up to 115 µM), without a hit: at the top dose activity change, negative = inhibition, hits mostly inhibitors; EPAC1 GEF assay, Rap1b-BODIPY-GDP exchange fluorescence; O95398;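 note: potency is the fitted concentration of half-maximal effect; plate controls were vehicle for no effect and positive control for full effect; nearly all actives have a fitted effect of over 50% in size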
CCT chaperon mod – cytosolic chaperonin activity modulation; purified chaperonin ATPase assay, HTRF ADP detection, 30 min; activity change, % (test concentration not listed), hits read low; 360,000 tested, 0.3% active; AID 651819; in the data active = activity change below about -30%; note: % is set by controls: 0 for no effect and ±100 for the full control effect
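Enzyme 40 or 20 nM (batch-dependent) in Tris pH 7.4/KCl/MgCl2/DTT; cpd 76 uM single point; ATP 10 uM; 30 min 37 °C; Transcreener ADP HTRF detection, 30 min RT; ratio 665/615.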
EPAC1 agonist – activates human EPAC1 exchange factor; AID 720707; O95398; 360,000 tested, 0.073% active; EPAC1 agonist qHTS, biochemical assay; response scale: 100% = response to 6.5 mM cAMP; Potency, µM (series often up to 154 µM), without a hit: at the top dose activation, actives largely listed as activators; note: potency is the fitted concentration of half-maximal effect; nearly all actives have a fitted effect of over 60% in size
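Read-out is the fluorescence drop as BODIPY-GDP leaves Rap1B (480 nm excitation, 540 nm emission), recorded every 5 minutes over 30 minutes. Reactions held 100 nM EPAC1, 250 nM Rap1B–BODIPY-GDP and 50 uM GDP, with 6.5 mM cAMP setting full activation.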
WRN helicase inh – inhibitors of human WRN helicase; 360,000 tested, 0.46% active; Q14191; WRN helicase unwinding, fluorescent forked duplex, kinetic; AID 651768; Potency, µM (doses to about 114 µM), inactives show top-dose activity change, negative = inhibition, most hits filed as inhibitors; note: potency is the fitted concentration of half-maximal effect; % is set by controls: 0 for no effect and ±100 for the full control effect; nearly all actives have a fitted effect of over 55% in size
Target sequence (Q14191 whole entry, looked up): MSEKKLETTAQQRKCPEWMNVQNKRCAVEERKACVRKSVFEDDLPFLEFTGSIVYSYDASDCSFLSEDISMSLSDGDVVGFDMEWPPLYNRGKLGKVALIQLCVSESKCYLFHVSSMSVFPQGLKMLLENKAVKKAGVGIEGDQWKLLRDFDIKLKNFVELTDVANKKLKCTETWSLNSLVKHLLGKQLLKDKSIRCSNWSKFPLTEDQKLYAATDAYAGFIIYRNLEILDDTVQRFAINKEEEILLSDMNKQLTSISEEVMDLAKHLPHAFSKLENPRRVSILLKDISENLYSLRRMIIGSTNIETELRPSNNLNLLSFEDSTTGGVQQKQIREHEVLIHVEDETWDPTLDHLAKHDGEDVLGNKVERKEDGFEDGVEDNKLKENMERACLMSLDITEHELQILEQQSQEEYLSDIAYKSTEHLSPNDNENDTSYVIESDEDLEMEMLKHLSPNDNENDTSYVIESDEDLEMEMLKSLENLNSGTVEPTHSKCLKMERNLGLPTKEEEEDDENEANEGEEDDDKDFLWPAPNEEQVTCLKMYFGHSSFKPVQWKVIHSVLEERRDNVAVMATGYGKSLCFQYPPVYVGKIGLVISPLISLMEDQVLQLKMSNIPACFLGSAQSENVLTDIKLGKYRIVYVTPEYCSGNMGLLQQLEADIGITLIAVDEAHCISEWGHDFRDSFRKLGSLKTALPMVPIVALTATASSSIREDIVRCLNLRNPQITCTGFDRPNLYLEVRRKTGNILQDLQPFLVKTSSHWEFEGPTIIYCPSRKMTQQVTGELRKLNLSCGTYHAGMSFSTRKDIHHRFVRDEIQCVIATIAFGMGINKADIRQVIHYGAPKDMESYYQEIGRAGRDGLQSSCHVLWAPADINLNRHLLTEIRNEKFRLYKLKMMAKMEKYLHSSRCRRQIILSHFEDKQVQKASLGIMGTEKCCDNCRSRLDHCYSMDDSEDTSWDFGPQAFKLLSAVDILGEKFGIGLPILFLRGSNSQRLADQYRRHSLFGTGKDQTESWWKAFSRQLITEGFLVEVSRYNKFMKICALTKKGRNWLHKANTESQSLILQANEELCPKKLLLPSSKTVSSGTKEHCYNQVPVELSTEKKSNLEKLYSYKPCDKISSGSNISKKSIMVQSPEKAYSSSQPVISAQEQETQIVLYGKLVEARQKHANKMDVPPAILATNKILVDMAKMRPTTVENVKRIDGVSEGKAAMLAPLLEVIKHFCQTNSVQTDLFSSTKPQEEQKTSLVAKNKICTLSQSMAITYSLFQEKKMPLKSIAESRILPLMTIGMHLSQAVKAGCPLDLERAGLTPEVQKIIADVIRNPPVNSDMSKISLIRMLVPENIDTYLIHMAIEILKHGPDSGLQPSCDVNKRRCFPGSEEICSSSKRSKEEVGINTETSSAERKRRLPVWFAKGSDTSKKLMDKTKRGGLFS
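Kinetic red-fluorescence monitoring (525/598 nm) tracks WRN helicase activity after 100 nM fluorophore-quencher forked duplex and 2 mM ATP are added to 20 nM enzyme pretreated 15 min at room temperature with compound.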
PI5P4K alpha inh – inhibitors of human PI5P4K alpha; AID 652105; 330,000 tested, 1.2% active; max response, %; PI5P4Kalpha enzyme, ADP-Glo luminescence, 60 min; hits give low values; active = max response of -50% or lower; inconclusive = between -30% and -50%; inactive = -30% or higher; note: value at the top dose of about 77 µM; % is set by controls: 0 for no effect and ±100 for the full control effect
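Single end-point luminescence (ADP-Glo) quantified ADP from PI5P4Kalpha turnover; ATP 5 microM final, 1 h at RT, 0.1% CHAPS and 0.28 mM EGTA in HEPES pH 7.4.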
Mm-Cpn inhibitor – blocks the Methanococcus maripaludis chaperonin Mm-Cpn; purified Mm-Cpn ATPase, ADP Transcreener TR-FRET; Potency, µM (highest dose often 76.9 µM), for inactives: at the top dose activity, negative = inhibition, hits mostly inhibitors; 330,000 tested, 0.031% active; AID 504842; note: potency is the fitted concentration of half-maximal effect; % is set by controls: 0 for no effect and ±100 for the full control effect; nearly all actives have a fitted effect of over 80% in size
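Inhibition of chaperonin ATP hydrolysis is measured as reduced ADP production, detected by competitive TR-FRET in which signal falls with ADP. Final enzyme 25 nM and ATP 10 uM, reacted 30 min at 37°C.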
PLK1 PBD inh – inhibitors of human PLK1 polo-box domain binding; P53350; Plk1 PBD binding of FITC phosphopeptide, fluorescence polarization; Potency, µM, for inactives: max response, negative = inhibition, most hits filed as inhibitors; 360,000 tested, 2.8% active; note: potency is the fitted concentration of half-maximal effect; series mostly up to about 57 µM; % is set by controls: 0 for no effect and ±100 for the full control effect; nearly all actives have a fitted effect of over 65% in size
EPAC2 antagonist – antagonists of human EPAC2; Q8WZA2; EPAC2 GEF exchange of Rap1B-BODIPY-GDP, fluorescence; Potency, µM (highest dose often 114 µM), for inactives: at the highest dose activity, negative = inhibition, usual class: inhibitors; 360,000 tested, 0.18% active; note: potency is the fitted concentration of half-maximal effect; % is set by controls: 0 for no effect and ±100 for the full control effect; nearly all actives have a fitted effect of over 45% in size; many of its hits are not listed in these tables
* marks the source's active call; other numbers are inactive results; ? = inconclusive; . = not tested or not shown; & = joins results of further samples; [ ] = another dose, or the depositor's remark. Unless noted, calls come from the whole dose curve; as a rule, active = well fitted curve in the direction sought with a large enough effect; inconclusive = small, poorly fitted or top-dose-only effect, or another doubt; inactive = no such curve, though single readings can be large; an effect the other way counts as inactive or inconclusive.

SMILES | EPAC1 antag | CCT chaperon mod | EPAC1 agonist | WRN helicase inh | PI5P4K alpha inh | Mm-Cpn inhibitor | PLK1 PBD inh | EPAC2 antagonist
COc1cc(C(=O)ONC(=O)c2ccc(OC(F)F)cc2)cc(OC)c1OC | 4% | 0.0 | 0% | -11%[11.6 µM] | -4 | 0% | -9% | -3%
COc1ccc(C2NC(=S)NC3=C2N2CCC3CC2)cc1 (configuration not stated) | -8% | -0.6 | 11% | -15% | -3 | 2% | -6% | 0%
CCOC(=O)CNC(=O)N1CCCC(CNS(=O)(=O)c2cccs2)C1 (configuration not stated) | 11% | -1.6 | -5% | -1% | 4 | 0% | 4% | 14%
CC1(C)NC(=O)N(CC(O)COc2ccccc2-c2ccccc2)C1=O (configuration not stated) | 2% | -1.0 | -5% | 4% | 0 | -2% | -3% | 0%
O=C(COc1ccc(Br)cc1)Nc1ccc(CN2CCOCC2)cc1 | -19% | -2.2 | -3% | 1% | -3 | 2% | 1% | -2%
CC(C)(C)c1ccc(-n2ncc3c2CCCC3NC(=O)C2=NNC(=O)CC2)cc1 (configuration not stated) | -3% | 1.3 | 1% | -3% | 1 | -18% | -2% | -28%
CCC(C(=O)NCCN1CCOCC1)n1c2ccccc2c2nc(=O)cc(C)n21 (configuration not stated) | -26% | -2.2 | 4% | 0% | 2 | 1% | -10% | -9%
O=C(Nc1ccc2nc3ccccc3nc2c1)c1ccc(Br)cc1 | 3% | -0.4 | -5% | -4% | -4 | -4% | -1% | 5%
O=C1C(NS(=O)(=O)c2ccc(Cl)cc2)=C(N2CCCCC2)C(=O)c2ccccc21 | 3% | -1.7 | -4% | -30% | -4 | 0% | -18% | 1%
COc1ccc(C2OC(=O)CC2C(=O)NCc2ccc(C)cc2)cc1OC (configuration not stated) | 13% | 0.6 | 12% | 1% | -1 | 1% | -4% | 8%
CC(=O)N1CCc2cc(S(=O)(=O)NCCC(=O)Nc3cccc(C)c3)ccc21 | -5% | -0.2 | -2% | -5% | 7 | 2% | -2% | -1%
Cc1ccc(NC(=O)/C(C#N)=C/c2ccsc2)c(C)c1 | -8% | -3.3 | 4% | 1% | 9 | 0% | -13% | -5%
O=C(Cc1c(F)cccc1Cl)NNC(=O)Nc1ccc2c(c1)OCO2 | -7% | 1.1 | -12% | 8% | -4 | 1% | 2% | 3%
O=C1c2ccccc2C(=O)c2c1oc(C(F)(F)F)c2C(=O)c1ccccc1 | -1% | -2.6 | -15% | -10% | -3 | -13% | -7% | 4%
CCCCCCC[N+](CC)(CC)CCCCc1ccc(Cl)cc1 | 3% | -2.3 | -16% | 2% | -4 | -3% | -4% | 14%
COc1ccc(S(=O)(=O)N2CCC3(CC2)CC(=O)c2ccccc2O3)cc1C | -1% | 1.0 | 7% | -2% | 3 | 0% | -6% | 5%
O=C(O)CC1c2ccccc2CCN1S(=O)(=O)c1cccs1 (configuration not stated) | 8% | 0.7 | 4% | 0% | 8 | . | 2% | 12%
CCO[C@@H]1OC(C(=O)N2CCN(Cc3ccccc3)CC2)=C[C@H](c2ccc(Br)cc2)[C@H]1CCCO | -22% | -2.2 | 0% | -8% | 2 | . | -6% | -12%
COc1ccc(-n2c(N3CCN(C)CC3)nc3sc4c(c3c2=O)CCCCC4)cc1 | -6% | 0.0 | 4% | -30% | 6 | 0% | -1% | -6%
CC1(c2nnc(-c3ccc(F)cc3)o2)CC(c2ccc([N+](=O)[O-])cc2)=NO1 (configuration not stated) | 2% | -0.4 | -10% | 1% | -8 | 0% | -16% | 5%
CCc1[nH]nc(C(=O)NC2CCCc3c2cnn3-c2cc(C)cc(C)c2)c1C (configuration not stated) | -5% | -2.4 | -10% | -10% | 8 | 0% | 2% | -1%
COc1ccc(OC2CCN(S(=O)(=O)c3ccc(OC)cc3)CC2)cc1 | -4% | -2.8 | 12% | -5% | 10 | 1% | -4% | -20%
COc1cccc(C(C)(O)c2nc(-c3cc(F)cc(F)c3)cs2)c1 (configuration not stated) | -15% | -1.5 | -3% | -8% | 30 | . | -8% | ?
NS(=O)(=O)c1ccc(CCNC(=O)CSc2ccc(Cl)cc2Cl)cc1 | -21% | 0.7 | 7% | -13% | -1 | 0% | ? | -9%
O=C(COc1ccc([N+](=O)[O-])cc1Cl)N1CCc2ccccc21 | 28% | -0.7 | 1% | 0% | -1 | 1% | 0% | 15%
COc1ccc(C)cc1NC(=O)CO/N=C(\N)CC(=O)NC1CCCCC1 | 8% | 0.9 | 1% | -14% | -1 | 1% | -2% | -4%
CCOC(=O)[C@H]1[C@H]2COc3ccc(OC)cc3[C@@H]2N2C(=O)CN(CC3CCCO3)C(=O)[C@@]12C (some centres not stated) | -17% | 1.5 | 8% | -3% | 10 | -2% | -5% | 4%
CCc1ccc(-c2cc(C(=O)Nc3c(C)n(C)n(-c4ccccc4)c3=O)c3ccccc3n2)s1 | 11% | -1.2 | -3% | -4% | . | -2% | -18% | -3%
COC(=O)[C@@]1(Cc2ccc(OC)cc2)[C@H]2c3cc(C(=O)N4CCCC4)n(Cc4ccccc4)c3C[C@H]2CN1C(=O)c1ccccc1 | -15% | 0.3 | 4% | 2% | 9 | . | 3% | -5%
Cc1noc(NS(=O)(=O)c2ccc(NC(=O)c3cc4ccccc4o3)cc2)c1C | -11% | 3.2 | 3% | -28% | -3 | 0% | -1% | 0%
COc1ccccc1N=NC1=C(O)CC(C)(C)CC1=O | -4% | 0.9 | -12% | 10%[57.1 µM] | 0 | 2% | 6% | -4%
Cc1cc2c(cc1S(=O)(=O)N(C)Cc1ccccc1)OCC(=O)N2 | 7% | -1.0 | 2% | 1% | -2 | 0% | -8% | -9%
Cc1ccc(S(=O)(=O)N2CCN(C(=O)c3ccccc3)C2C(C)C)cc1 (configuration not stated) | -7% | -1.4 | 8% | -1% | . | 0% | -8% | -3%
CCCn1c(C)cc(C(=O)COC(=O)c2cc(=O)[nH]c3ccccc23)c1C | 12% | -0.7 | -1% | 14% | -7 | . | -3% | 6%
Clc1ccc(N2CCN(c3ncnc4c3oc3ccccc34)CC2)cc1 | 5% | -0.8 | 3% | -7% | . | 0% | 3% | 0%
O=C1OC(N2C(=O)CC[C@H]2C(=O)Nc2cccc(F)c2)c2ccccc21 (some centres not stated) | -3% | -0.1 | -13% | 3% | 1 | 1% | -3% | 10%
O=C(c1cc(-c2cccc(Cl)c2)on1)N1CCOCC1 | 0% | -4.4 | 7% | 1% | -7 | 0% | -10% | -11%
C/C(N)=C(/C#N)C(=O)COC(=O)C(NS(=O)(=O)c1ccc(Cl)cc1)C(C)O (configuration not stated) | -2%&-6% | -1.5&-0.5 | 9%&0% | 0%&8% | 0 | 2% | -8%&-1% | -6%&0%
CCCn1c(C2CCCN2c2nc(-c3ccc(C)cc3)cs2)nc2cc(Cl)c(N3CCCCC3)cc21 (configuration not stated) | 5% | -0.2 | 7% | -2% | 3 | -1% | -5% | 7%
CC(C)Cn1c(-c2ccc(Cl)cc2)cnc1SCC(=O)N1CCOCC1 | 14% | -0.4 | -1% | 5% | . | 1% | -5% | 13%
Cc1cccc(Oc2coc3cc(OC(=O)c4cccs4)ccc3c2=O)c1 | 0% | -1.0 | 14% | 26% | 5 | -2% | -3% | 3%
CC(C)(C)NC(=O)COc1ccc(CNCc2cccs2)cc1 | 6% | 1.4 | 5% | -3% | . | 1% | ? | 0%
Cc1cccc(Nc2ccc(S(=O)(=O)N3CCOCC3)cc2[N+](=O)[O-])c1 | -9% | -1.7 | 2% | -8% | -9 | 2% | -7% | 0%
CC(C)(C)c1csc(N(CCC#N)CCC#N)n1 | 2% | 0.4 | 9% | -6% | . | 2% | -2% | -1%
Cc1ccc2nc(Cl)c(/C=C/C(=O)c3ccco3)cc2c1 | -13% | -2.2 | -1% | -31% | -16 | -3% | -22% | 11%
FC(F)Oc1ccc(NC(=S)NCc2nc3ccccc3[nH]2)cc1 | ? | -37* | 0% | -2% | -1 | 2% | -14% | -5%
COc1ccc(C2C(C#N)=C(C)NC3=C2C(=O)CC(C)(C)C3)c(OC)c1 (configuration not stated) | 5% | -8.6 | -8% | -3% | 1 | -4% | 1% | -2%
COc1ccc(NC(=O)CC2CCCC2)cc1OC | 11% | -0.1 | 8% | -1% | -3 | 2% | -6% | 5%

Full records from above:
Record of CC(C)(C)NC(=O)COc1ccc(CNCc2cccs2)cc1 → EPAC1 antag: 6%; CCT chaperon mod: 1.4; EPAC1 agonist: 5%; WRN helicase inh: -3%; PI5P4K alpha inh: .; Mm-Cpn inhibitor: 1%; PLK1 PBD inh: ?; EPAC2 antagonist: 0%
Record of Cc1ccc2nc(Cl)c(/C=C/C(=O)c3ccco3)cc2c1 → EPAC1 antag: -13%; CCT chaperon mod: -2.2; EPAC1 agonist: -1%; WRN helicase inh: -31%; PI5P4K alpha inh: -16; Mm-Cpn inhibitor: -3%; PLK1 PBD inh: -22%; EPAC2 antagonist: 11%

Continued.
SMILES | EPAC1 antag | CCT chaperon mod | EPAC1 agonist | WRN helicase inh | PI5P4K alpha inh | Mm-Cpn inhibitor | PLK1 PBD inh | EPAC2 antagonist
O=C(NC1CCCC1)C1C(c2ccccc2)=Nc2ccccc2N1C(=O)c1cc(Cl)cc(Cl)c1 (configuration not stated) | -5% | . | 4% | -1% | -4 | . | -8% | 4%
CCOC(=O)c1c(C)[nH]c(C)c1S(=O)(=O)N(C)CC(=O)N(C)Cc1ccccc1 | 5% | -1.4 | -10% | 1% | 6 | -1% | -4% | 7%
Cc1ccc(S(=O)(=O)NNC(=O)CCC(=O)Nc2ccccc2)cc1 | -10% | 0.1 | 8% | -15% | -1 | 1% | -3% | 0%
O=C(CCNC(=O)c1ccc(Br)cc1)Nc1ccc(S(=O)(=O)Nc2ncccn2)cc1 | 6% | -0.5 | -1% | -12% | -19 | 0% | -7% | 5%
COc1ccc(C(=O)c2c[nH]c3ccccc23)cc1 | 1% | 1.7 | 12% | -7% | -10 | . | -6% | 4%
Fc1ccc(F)c(CN2CCN(c3ncccn3)CC2)c1 | -2% | -0.1 | 4% | -5% | . | -2% | 2% | -5%
CC(OC(=O)C1=COCCO1)C(=O)Nc1cc(S(=O)(=O)N2CCCCC2)ccc1Cl (configuration not stated) | 2% | -1.6 | -4% | -2% | -8 | 1% | 1% | 1%
COCc1nnc(NC(=O)c2sc3ccccc3c2Cl)s1 | 9% | 0.0 | 0% | -14% | . | -9% | ? | 8%
Cc1nn(-c2ccccc2)c(Oc2ccc(F)cc2)c1/C=N/n1cnnc1 | -1% | -1.3 | 0% | 4% | -2 | 2% | 3% | 4%
O=C(N/N=C/c1nn(-c2ccccc2)cc1-c1ccccc1)c1ccncc1 | -12% | -1.8 | -11% | -1% | -9 | 0% | 0% | 13%

Some of the compounds tested; count on the stated rates, not on these rows.
